Compound activity from PubChem.
FLuc act counter: firefly luciferase counter-screen for stimulation assays. ATPlite luciferase biochemical, luminescence, 10 min; 0 = ATP-free wells, 1 = DMSO control. activation factor at 10 µM. 200,000 tested, under 10 active. AID 1027. P08659;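 active means luciferase activation factor, scaled between plate controls, of at least 2 with compound at 10 µM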
Target sequence (P08659 whole entry, looked up): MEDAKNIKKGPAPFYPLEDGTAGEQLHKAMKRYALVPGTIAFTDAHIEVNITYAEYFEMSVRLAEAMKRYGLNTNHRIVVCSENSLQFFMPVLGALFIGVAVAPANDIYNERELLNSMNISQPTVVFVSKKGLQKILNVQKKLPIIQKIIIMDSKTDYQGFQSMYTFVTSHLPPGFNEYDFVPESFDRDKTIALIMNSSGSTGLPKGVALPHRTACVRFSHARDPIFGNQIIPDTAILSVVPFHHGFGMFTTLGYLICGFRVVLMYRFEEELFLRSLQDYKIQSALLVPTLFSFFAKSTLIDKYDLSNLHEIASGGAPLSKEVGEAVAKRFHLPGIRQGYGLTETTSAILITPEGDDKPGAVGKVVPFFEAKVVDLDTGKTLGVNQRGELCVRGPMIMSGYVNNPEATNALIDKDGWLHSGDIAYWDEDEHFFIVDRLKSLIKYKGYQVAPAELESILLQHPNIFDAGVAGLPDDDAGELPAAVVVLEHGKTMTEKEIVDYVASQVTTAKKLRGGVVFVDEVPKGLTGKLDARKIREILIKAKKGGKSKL
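Material: luciferase plus luciferin reagent, cell-free. Medium: PBS buffer for ATP. Also added: ATP substrate, dispensed from a 10.24 µM working solution in PBS. Doses: test compounds dosed from 2 mM stocks in 100% DMSO. Incubation: 10 min post-reagent at room temperature. Technique: light output (luminescence). Read-out basis: luminescence gain marking luciferase activators.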
APP 5'UTR act: APP 5'UTR luciferase reporter activation. SH-SY5Y APP 5'UTR luciferase reporter, luminescence; zero percent = DMSO vehicle wells. activation, % at 2 µM. 190,000 tested, 1% active;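 active means activation above a set limit, based on mean plus 3 SD of controls, cut at about 140% in these data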; further: values of inactives mirror those of a sister screen read the other way
NF-kB neuron act: compounds increasing NF-kB expression in human neuronal cells; NF-kB reporter expression; stronger effect = higher value; fold change at 12.5 µM; 190,000 tested, 1.6% active; AID 1239; in the data active means fold change above about 3.3
FLuc inh counter: counter-screen for luciferase assay inhibitors: firefly luciferase inhibition | P08659 | ATPLite firefly luciferase biochemical luminescence, 10 min | inhibition, % at 10 µM | 200,000 tested, 1.5% active | AID 1006;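 active means inhibition above about 50% when tested at 10 µM, limit read from the data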
Hsp70 activator: switches on Hsp70 transcription; AID 1203; HeLa Hsp70 promoter luciferase reporter, luminescence; scaled: vehicle 0, proteasome-inhibitor control 100%; 200,000 tested, 0.04% active; activation, % at 10 µM;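 active means activation above the mean across all tested compounds plus 3 SD, cutoff set per campaign, cut at about 5.5% in these data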;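 further: 100% = MG132 at 30 µM as the positive control and 0% = DMSO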
G6PDH CS: counter-screen for G6PDH assay hits: L. mesenteroides G6PDH inhibition; Purified L. mesenteroides G6PDH, diaphorase/resazurin coupled fluorescence, 45 min; inhibition, % at 5 µM; 200,000 tested, 0.12% active; in the data active means inhibition above about 50%
Efa HMGR inh: E. faecalis class II HMG-CoA reductase inhibition; purified E. faecalis HMGR, NADPH absorbance 340 nm kinetic; inhibition, % at 10 µM; 190,000 tested, 0.41% active;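 active means inhibition above a set limit, the median over all tested compounds plus 3 SD, cut at about 9.5% in these data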;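 further: enzyme runs in reverse so mevalonate oxidation gives rising NADPH absorbance; 0% = complete reaction with DMSO and 100% = background rate lacking mevalonate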
STAT1 activator: activators of IFN-gamma induced STAT1 signaling. 200,000 tested, 2.6% active. activation (% of control), % at 5.5 µM. AID 932. NIH 3T3 STAT1-luciferase reporter, luminescence; 100% = IFN-gamma alone, no compound;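 active means activation above the screen-wide mean activation plus 3 SD, cut at about 130% in these data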;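 further: raw ratio to IFN-gamma control signal so 100% means no change and 0% no light; values of inactives mirror those of a sister screen read the other way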
DTT redox prof: compounds producing H2O2 with reducing agent – biochemical, NIH compound library profiling, artefact control for MLSCN library redox annotation, primary screen | AID 878 | 200,000 tested, 0.03% active | activation, % at 10 µM | DTT-dependent redox cycling H2O2, phenol red/HRP absorbance; 100% = 100 µM peroxide control, 0% = buffer;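 active means activation of at least 50% relative to the plate's high and low controls in the primary single-dose screen; inactive means activation below 50%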;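 further: compound incubated with DTT at 0.8 mM final as the reducing agent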
APP 5UTR inh: APP translation inhibition. SH-SY5Y APP 5'UTR-luciferase reporter, luminescence. inhibition, % at 2 µM. 190,000 tested, 0.82% active. AID 1285;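 active means inhibition above a set limit, derived from the sample mean plus 3 SD, cut at about 45% in these data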; further: values of inactives mirror those of a sister screen read the other way
An asterisk follows results filed as active; · = not tested or not shown.

Screens by letter – A = FLuc act counter; B = APP 5'UTR act; C = NF-kB neuron act; D = FLuc inh counter; E = Hsp70 activator; F = G6PDH CS; G = Efa HMGR inh; H = STAT1 activator; I = DTT redox prof; J = APP 5UTR inh
> CCN(CC)C1CCN(C(=O)c2cc(COc3ccc(F)cc3Cl)on2)C1 (stereo unspecified)
  A: 1	B: -4	C: 0.96	D: -2	E: -0.1	F: 4	G: 1	H: 120	I: -1.4	J: 4
> CCOc1cnc(-c2ccc(Cl)cc2)o1
  A: 0.9	B: 14	C: 1.2	D: 11	E: -0.2	F: -2	G: -5	H: 140*	I: 1.5	J: -14
> Brc1ccc(-c2csc(NNC3=NCCCCC3)n2)cc1
  A: 1	B: 16	C: 0.89	D: -2	E: -0.4	F: -1	G: 0	H: 117	I: 2.1	J: -16
> Cc1ccc2c(c1)nnn2C1CCN(C(=O)C23CC4CC(CC(C4)C2)C3)CC1
  A: 1.1	B: 14	C: 1.1	D: -6	E: -0.1	F: 3	G: 1	H: 93	I: -0.4	J: -14
> Cc1cc(C)n(C(=O)c2ccncc2)n1
  A: 1.1	B: -12	C: 1.2	D: -5	E: -0.1	F: -3	G: -4	H: 103	I: -0.7	J: 12
> Cc1ccc(C(=O)NCCCNc2ccc(C(F)(F)F)cc2[N+](=O)[O-])cc1
  A: 1	B: -10	C: 1	D: -3	E: -0.2	F: -6	G: 4	H: 104	I: -0.2	J: 10
> c1coc(-c2nnc(SCc3cn4ccccc4n3)o2)c1
  A: 1.1	B: -5	C: 1.3	D: -8	E: 0.1	F: 3	G: -3	H: 105	I: 1.7	J: 5
> CC(C)Cn1c(CN2C(=O)c3ccccc3C2=O)nc2ccccc2c1=O
  A: 1	B: -5	C: 1.2	D: -4	E: -0.4	F: 2	G: -9	H: 108	I: 1.8	J: 5
> O=C(NNS(=O)(=O)c1ccc(Br)cc1)NC1CCCCC1
  A: 1	B: 8	C: 1.1	D: -2	E: -0.3	F: 5	G: -3	H: 102	I: -0.1	J: -8
> COc1ccc(CCn2c(=S)[nH]c3ccc(N4CCOCC4)cc3c2=O)cc1OC
  A: 1	B: -13	C: 0.8	D: -2	E: 0.1	F: -3	G: -8	H: 118	I: -0.8	J: 13
> CN1CCC(OC(=O)C23CCC(C)(C(=O)O2)C3(C)C)CC1 (stereo unspecified)
  A: 1	B: -7	C: 0.97	D: 4	E: -0.2	F: -1	G: -2	H: 99	I: -0.3	J: 7
> COc1cc(NC(=S)NC(=O)C(C)C)ccc1NC(=O)c1cc2ccccc2o1
  A: 1.1	B: -3	C: 1.2	D: -8	E: 0.0	F: -5	G: 4	H: 104	I: 0.2	J: 4
> CCOC(=O)CC1C(=O)NCCN1C1CCCC1 (stereo unspecified)
  A: 1.1	B: -17	C: 1.1	D: -7	E: -0.3	F: 12	G: 3	H: 94	I: 0.6	J: 17
> COc1ccccc1N1CCN(C(=O)CSc2nnc(-c3ccoc3C)o2)CC1
  A: 1	B: 11	C: 0.77	D: -5	E: -0.3	F: 3	G: -6	H: 93	I: -3.1	J: -12
> O=C(O)c1ccc(Oc2cccc([N+](=O)[O-])c2)cc1C(=O)O
  A: 1	B: 2	C: 4.3*	D: -3	E: -0.4	F: 2	G: 0	H: 99	I: 2.8	J: -2
> Cc1nc(=O)c(-c2ccccc2)c(C)n1CCCCCC(=O)O
  A: 1.1	B: -6	C: 1.1	D: -6	E: -0.2	F: 6	G: -2	H: 93	I: 0.1	J: 6
> CCCNC(=O)COC(=O)c1ccccc1OCC(=O)Nc1ccc(Br)cc1
  A: 1	B: 12	C: 1	D: -1	E: -0.1	F: -1	G: -3	H: 102	I: -0.6	J: -12
> CC(C)CCN1CCN(CC#Cc2ccccc2)CC1CCO (stereo unspecified)
  A: 1	B: 13	C: 1.2	D: -2	E: -0.1	F: 0	G: -3	H: 106	I: -1.0	J: -13
> Cc1cccc(CNc2ncc(-c3cccc([N+](=O)[O-])c3)n2C)c1
  A: 1.1	B: 5	C: 1.1	D: -8	E: -0.2	F: 13	G: 0	H: 99	I: 1.1	J: -4
> CCCc1nc2sc3ccccc3c(=O)c2c(=O)n1CCOC
  A: 1.1	B: -6	C: 1.3	D: -7	E: -0.5	F: 2	G: 2	H: 103	I: 2.4	J: 6
> COc1ccc(-c2cc3nc(C)cc(N)n3n2)cc1
  A: 0	B: 147*	C: 4.1*	D: 95*	E: -0.2	F: 2	G: -6	H: 78	I: -3.0	J: -147
> O=C(CCCN1C(=O)c2ccccc2C1=O)N1CCCCC1
  A: 1.1	B: 13	C: 1.1	D: -5	E: -0.1	F: -4	G: 0	H: 97	I: -0.5	J: -13
> CCCc1[nH]nc2c1C(c1cc(OC)cc(OC)c1)C(C#N)=C(N)O2 (stereo unspecified)
  A: 1	B: 14	C: 1.2	D: -1	E: -0.4	F: 4	G: -6	H: 100	I: 0.1	J: -14
> COc1cc(C(=O)Nc2ccc([N+](=O)[O-])cn2)cc(OC)c1OC
  A: 1	B: -1	C: 0.87	D: 0	E: -0.2	F: 13	G: -6	H: 107	I: -0.5	J: 1
> Cc1c(=O)n(OCc2ccccn2)c2ccccc2[n+]1[O-]
  A: 1	B: -11	C: 1	D: 0	E: -0.1	F: 9	G: 3	H: 107	I: -0.1	J: 11

(next part)
The line under a structure holds: FLuc act counter	APP 5'UTR act	NF-kB neuron act	FLuc inh counter	Hsp70 activator	G6PDH CS	Efa HMGR inh	STAT1 activator	DTT redox prof	APP 5UTR inh
- CC(C)NCC(O)c1ccc(NS(C)(=O)=O)cc1 (stereo unspecified)
  1	·	·	-2	0.1	7	4	·	·	·
- COc1ccc(S(=O)(=O)N(C)C)cc1NS(=O)(=O)c1ccc(F)c(F)c1F
  1	-14	1.1	1	-0.3	17	-7	94	-0.7	14
- CCC1(CC)NC(=O)N(CC(=O)Nc2ccc(S(=O)(=O)N3CCOCC3)cc2)C1=O
  1.1	-11	0.99	-6	-0.2	6	-6	96	-0.6	11
- NC(=O)c1c(NC(=O)COC(=O)c2ccc(S(=O)(=O)Nc3ccccc3)cc2)sc2c1CCCC2
  1.1	10	1	-8	-0.3	4	3	96	-1.9	-10
- Cc1ccc(N2NC3(CCN(C(N)=O)CC3)NC2=O)cc1
  1	-10	1.2	-1	0.0	-2	-6	99	-0.7	10
- Cc1ccc(CSCCNC(=O)c2ccc(Cl)c(S(=O)(=O)N3CCOCC3)c2)cc1
  1	5	0.84	-5	0.0	0	0	93	1.2	-6
- O=C(CC1SC(N2CCCCC2)=NC1=O)Nc1cccc(C(=O)O)c1 (stereo unspecified)
  1.1	-13	1.2	-7	-0.4	2	2	97	0.4	13
- COc1ccc(CCNc2nc(-c3cccnc3)cs2)cc1OC
  1	12	0.84	1	0.1	1	-2	100	-3.9	-12
- Cc1csc(NC(=O)CSc2nnc3ncccn23)n1
  1.1	2	0.89	-6	0.0	-3	2	99	-0.6	-2
- CC(C)(C)c1ccc(CN2C3=NCCCN3c3ccccc32)cc1
  1	17	0.71	-2	-0.3	15	-4	75	0.5	-17
- CC(Cc1ccccc1)NC(=O)C1(c2ccccc2)CCOCC1 (stereo unspecified)
  1	-9	0.96	-2	0.0	2	-1	106	0.8	9
- CC(=O)Nc1ccc(Nc2cc(C)nc3c(-c4ccc(Cl)cc4)c(C)nn23)cc1
  1	-12	1	-4	-0.1	-24	-2	104	0.0	12
- COC(=O)Nc1nc2ccc(-c3n[nH]c(=O)c4ccccc34)cc2[nH]1
  1	-55	1.1	-3	-0.5	0	-5	101	0.3	55*
- O=S(=O)(NCc1ccco1)c1ccc(S(=O)(=O)N2CCCC2)cc1
  1	-9	1.4	-1	-0.5	13	-8	93	-1.0	9
- O=C(Cn1nnc(-c2ccc(Cl)cc2)n1)NC1CC2CCC1C2 (stereo unspecified)
  1	2	0.9	-4	-0.3	-4	2	113	2.9	-2
- CCOC(=O)C(O)(C1C(=O)CC(C)(C)CC1=O)C(F)(F)F (stereo unspecified)
  1	-2	1.1	0	-0.4	0	0	90	-1.3	2
- COc1cccc(C(=O)NC(=S)Nc2ccccc2N2CCCC2)c1
  1	-17	1	-3	-0.2	17	·	100	-0.3	17
- COc1cc(C(=O)O/N=C2\C=CC(=O)C(C)=C2)cc(OC)c1OC
  1	0	2.3	-4	-0.2	11	-1	98	-10	0
- Nc1cccc(CCc2nc3cc4ccccc4cc3[nH]2)c1
  0.9	-17	4.2*	8	0.0	-19	-4	131*	0.4	17
- CCC(CC)NC(=O)c1cc(OC)c(OC)c(OC)c1
  1.1	-20	1.2	-9	-0.2	1	0	101	0.1	20
- CCc1cc2c(-c3ccccc3)cc(=O)oc2c(CN2CCOCC2)c1O
  1.1	-3	1.2	-11	0.9	0	1	104	-2.3	3
- C=CCN1C(c2ccccc2)=CS/C1=C(\C#N)c1nnc2n1CCCCC2
  1.1	1	0.98	-5	-0.4	10	-4	90	-0.1	-1
- O=C(CSCc1ccco1)Nc1cc(C(F)(F)F)ccc1N1CCOCC1
  1.1	-2	1.1	-8	-0.2	5	-4	96	1.6	2
- CCCN(CCC)C(=O)CSc1nc2n[nH]c(C)c2c(=N)n1-c1ccc(OCC)cc1
  1	-13	0.38	0	-0.1	10	1	105	-0.5	13
- CCOC(=O)N1CCN(c2cc(N3CCN(CC)CC3)c(F)cc2[N+](=O)[O-])CC1C (stereo unspecified)
  1	-1	0.85	-3	-0.2	5	-4	100	-3.5	1
- Cc1cc(OCCOc2cccc3cccnc23)cc(C)c1Cl
  1	-34	1	-1	-0.2	-2	1	99	0.0	34
- Cc1nonc1NC(=O)CSc1nnc(-c2ccoc2C)n1-c1cccc(Cl)c1
  1	20	1.3	-4	-0.2	4	-3	93	0.4	-20
- CCOC(=O)COn1c(=O)c(=O)n(OC)c2ccccc21
  1	12	1	-2	-0.2	9	-5	100	2.6	-12
- CCCn1c(=O)c(C(=O)OCC)c(O)c2cc(Br)ccc21
  1	12	1.2	-5	0.1	4	-2	107	-0.8	-12

A draw from above in order of heavy-atom count, largest number first.
The line under a structure holds: FLuc act counter	APP 5'UTR act	NF-kB neuron act	FLuc inh counter	Hsp70 activator	G6PDH CS	Efa HMGR inh	STAT1 activator	DTT redox prof	APP 5UTR inh
- CCCN(CCC)C(=O)CSc1nc2n[nH]c(C)c2c(=N)n1-c1ccc(OCC)cc1
  1	-13	0.38	0	-0.1	10	1	105	-0.5	13
- CCOC(=O)N1CCN(c2cc(N3CCN(CC)CC3)c(F)cc2[N+](=O)[O-])CC1C (stereo unspecified)
  1	-1	0.85	-3	-0.2	5	-4	100	-3.5	1
- Cc1nonc1NC(=O)CSc1nnc(-c2ccoc2C)n1-c1cccc(Cl)c1
  1	20	1.3	-4	-0.2	4	-3	93	0.4	-20
- C=CCN1C(c2ccccc2)=CS/C1=C(\C#N)c1nnc2n1CCCCC2
  1.1	1	0.98	-5	-0.4	10	-4	90	-0.1	-1
- Cc1cc(OCCOc2cccc3cccnc23)cc(C)c1Cl
  1	-34	1	-1	-0.2	-2	1	99	0.0	34
- Nc1cccc(CCc2nc3cc4ccccc4cc3[nH]2)c1
  0.9	-17	4.2*	8	0.0	-19	-4	131*	0.4	17
- CCOC(=O)COn1c(=O)c(=O)n(OC)c2ccccc21
  1	12	1	-2	-0.2	9	-5	100	2.6	-12
- CCC(CC)NC(=O)c1cc(OC)c(OC)c(OC)c1
  1.1	-20	1.2	-9	-0.2	1	0	101	0.1	20
